Statin myotox sup = protects C2C12 myotubes from simvastatin toxicity; hit rate 0.78% among 330,000; rescue of ATP level, % at 7.49 µM; ATP luminescence, 48 h; scaled: DMSO 0, geranylgeraniol control 100;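 active = mean ATP rescue above about 67%, or every replicate alone reaching that limit, limit read from the data, passing the limit was not always enough; inconclusive = no clear call, values can overlap the other calls; inactive = mean under the limit and some replicate under it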;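 note: myotubes were challenged with 10 µM simvastatin during compound exposure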
PglD DTNB = PglD (C. jejuni) enzyme inhibition; purified PglD enzyme, DTNB colorimetric CoA detection; inhibition, % at 12.5 µM; hit rate 0.098% among 360,000; AID 602405; in the data active = inhibition above about 16%, passing the limit was not always enough; inconclusive = no clear call, values can overlap the other calls; note: strong numbers were not always called active
S100A4 inh HTS = blocks human S100A4 binding to myosin IIA peptide; inhibition, % at 10.7 µM; S100A4/TAMRA-MyoIIA peptide fluorescence polarization; hit rate 0.14% among 360,000; P26447;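 active = mean inhibition of at least 70% across replicates, with every replicate also reaching that level; inconclusive = mean inhibition reaches 70% but some replicates fall short; inactive = mean inhibition below 70%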
Target sequence (P26447 whole entry, looked up): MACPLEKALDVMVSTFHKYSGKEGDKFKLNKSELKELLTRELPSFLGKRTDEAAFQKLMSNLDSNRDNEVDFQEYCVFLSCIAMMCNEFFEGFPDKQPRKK
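incubation = readout 5 min after mixing, signal stable up to 60 min | system = S100A4 monomer protein | buffer or medium = HEPES pH 7.2 with CaCl2, KCl, NaCl, DTT, Triton | benchmarks = neutral control DMSO, positive control TFP | also added = fluorescent myosin IIA peptide, 5 nM | compound dosing = one concentration per compound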
DENV2 CPE = inhibitors of DENV2 cytopathic effect; AID 651640; DENV2-infected cells, cytopathic effect rescue, plate reader; hit rate 1.7% among 350,000; CPE inhibition, % at 9.99 µM; in the data active = CPE inhibition above about 20%, passing the limit was not always enough; inconclusive = no clear call, values can overlap the other calls; tested in BHK-21 cells;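 note: 0% = median of neutral control wells and 100% = median of positive control wells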
E-sel inducer = induces E-selectin expression in human endothelial cells. activation, % at 7.58 µM. HUVEC E-selectin immunofluorescence imaging; normalized: neutral wells 0, TNF-alpha wells 100. hit rate 0.37% among 260,000. P16581;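 active = mean E-selectin-positive cell signal at least 10% of the positive control, reached in at least 60% of replicates, without over 20% cell loss; inconclusive = no rule given, readout overlaps actives, possibly toxicity-flagged; inactive = the rest, including those meeting only one limit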;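 note: in these data hits start at about 27%; measured in HUVEC primary endothelial cells; signal is the percent of cells scored E-selectin positive by PE staining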
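System: HUVEC, human umbilical vein endothelial cells; quantity: 3,000 cells/well; buffer or medium: EGM-2 medium, gelatin-coated wells; dosing: single-point compound dose; detection: immunofluorescence imaging; evaluation: % PE-positive cells; benchmarks: TNF-alpha, DMSO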
SIRT5 inh = inhibitors of human sirtuin-5 desuccinylase; Q9NXA8; Purified SirT5, succinyl-peptide AMC, trypsin-coupled fluorescence; inhibition, % at 15 µM; hit rate 1.1% among 330,000; in the data active = inhibition above about 15%; inconclusive = no clear call, values can overlap the other calls
Target sequence (Q9NXA8 whole entry, looked up): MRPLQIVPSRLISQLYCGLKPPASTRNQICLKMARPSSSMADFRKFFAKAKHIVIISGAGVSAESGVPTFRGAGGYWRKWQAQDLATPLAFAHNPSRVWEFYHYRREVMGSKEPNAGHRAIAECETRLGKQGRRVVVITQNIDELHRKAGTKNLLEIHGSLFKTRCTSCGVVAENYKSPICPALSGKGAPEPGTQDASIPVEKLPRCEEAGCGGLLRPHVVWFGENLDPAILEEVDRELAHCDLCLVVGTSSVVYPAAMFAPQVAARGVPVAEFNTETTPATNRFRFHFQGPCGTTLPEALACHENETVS
ERp5 inh = ERp5 (human) disulfide isomerase inhibition. AID 651711. hit rate 0.05% among 350,000. ERp5 insulin aggregation, absorbance 650 nm, 90 min. Q15084. inhibition, % at 9.99 µM;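 active = mean replicate inhibition above about 25%, with every replicate also reaching it, limit read from the data, passing the limit was not always enough; inconclusive = only one of those two criteria met; inactive = neither criterion met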
Target sequence (Q15084 whole entry, looked up): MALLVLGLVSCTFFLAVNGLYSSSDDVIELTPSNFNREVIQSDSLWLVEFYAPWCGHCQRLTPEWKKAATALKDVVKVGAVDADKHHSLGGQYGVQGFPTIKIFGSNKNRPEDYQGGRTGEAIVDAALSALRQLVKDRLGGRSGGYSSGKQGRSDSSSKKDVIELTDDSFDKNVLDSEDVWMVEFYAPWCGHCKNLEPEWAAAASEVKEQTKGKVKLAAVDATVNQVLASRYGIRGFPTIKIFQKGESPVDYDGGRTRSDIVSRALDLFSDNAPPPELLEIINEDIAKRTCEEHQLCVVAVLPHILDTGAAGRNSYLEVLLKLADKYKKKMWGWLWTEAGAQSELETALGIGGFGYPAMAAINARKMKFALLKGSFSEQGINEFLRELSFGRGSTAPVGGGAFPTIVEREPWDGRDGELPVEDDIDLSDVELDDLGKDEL
* marks the source's active call; other numbers are inactive results; ? = inconclusive; . = no result given. These rows are one share of the data. The share of hits here may be higher or lower than overall.

SMILES	Statin myotox sup	PglD DTNB	S100A4 inh HTS	DENV2 CPE	E-sel inducer	SIRT5 inh	ERp5 inh
O=C(Oc1coc(CSc2ncccn2)cc1=O)c1ccccc1[N+](=O)[O-]	.	.	-24.5	1.7	0.5	-3.5	-7.7
C[C@@H]1CN([C@@H](C)CO)C(=O)c2cc(C3=CCCCC3)cnc2O[C@H]1CN(C)C(=O)NC1CCCC1	-7.2	9.3	-36.6	8.0	117.4*	2.2	-1.9
Clc1ccccc1C1CC(c2ccccc2)Nc2ncnn21 (stereo not given)	-4.7	-3.3	-3.5	-11.0	.	.	5.6
C[C@H](CO)N1C[C@H](C)[C@@H](CN(C)Cc2ccc3c(c2)OCO3)OCCCC[C@H](C)Oc2ccc(NC(=O)Nc3ccc4c(c3)OCO4)cc2C1=O	.	1.1	9.8	8.9	.	3.9	-3.8
CC1(C)NC(=O)N(CC(=O)N2CCN(S(=O)(=O)c3ccccc3C(F)(F)F)CC2)C1=O	-3.5	-1.7	-0.4	12.3	.	-3.8	-13.6
Cn1c2c(c(=O)n(C)c1=O)CS(=O)c1ccccc1N2 (stereo not given)	.	.	-2.0	-14.0	-0.1	2.7	0.9
O=C1COc2ccc(S(=O)(=O)CCC(=O)N3CCN(c4cccc(Cl)c4)CC3)cc2N1	23.0	-1.0	-0.7	-4.8	-0.2	-6.2	0.0
C[C@H](CO)N1C[C@H](C)[C@H](CN(C)C(=O)Nc2ccc(C(F)(F)F)cc2)Oc2ccc(NC(=O)CCN3CCOCC3)cc2C1=O	-8.8	5.7	-4.8	-6.2	-0.9	3.4	-3.4
CC(C)CC(=O)NC(=S)Nc1ccc(Cl)cn1	-2.6	-3.2	0.9	-6.7	.	-4.9	3.7
COc1ccc(S(=O)(=O)CCC(=O)NCc2ccc(C)o2)cc1	-7.3	13.1	0.4	-14.7	.	.	-3.3
COc1ccccc1C(=O)NC(=O)COC(=O)CNC(=O)c1ccc(Cl)cc1Cl	15.5	-4.6	7.1	-11.4	0.0	-0.3	0.5
O=C(C[C@@H]1C=C[C@@H](NC(=O)C2CC2)[C@@H](CO)O1)NCCCN1CCOCC1	9.0	-2.8	-3.1	7.6	0.1	-2.2	-4.5
COc1ccccc1N1CCN(C(CNS(C)(=O)=O)c2cccnc2)CC1 (stereo not given)	.	0.6	-4.0	10.7	.	1.1	-0.6
CCCCn1c(N)c(N(C(=O)CSc2nnc(C)n2-c2ccccc2)C2CCCC2)c(=O)[nH]c1=O	22.9	0.3	-1.4	-1.6	12.3	-4.9	2.7
CCCNC(=O)Nc1ccc2c(c1)C(=O)N(C)[C@H]1CC[C@H](CC(=O)O)O[C@H]1CO2	27.4	7.2	.	2.2	-0.1	.	.
C[C@@H]1CN([C@@H](C)CO)C(=O)c2cc(NC(=O)Nc3cccc4ccccc34)ccc2O[C@@H]1CN(C)Cc1ccccc1	-12.9	-0.9	-1.3	12.8	0.0	-2.4	-0.4
CN1c2ccccc2C(=O)/C(=C\Nc2ccc(F)cc2)S1(=O)=O	.	7.1	-1.2	-0.1	3.3	-0.3	5.2
N#CCC(=O)Nc1ccc(C(=O)OCC(=O)Nc2ccccc2-c2ccccc2)cc1	.	.	-6.5	4.0	.	8.0	1.4
COC(=O)[C@]12CCCCC=C1N(CCc1ccc(OC)c(OC)c1)C(=O)[C@H](CC(=O)NCC13CC4CC(CC(C4)C1)C3)C2	.	.	-3.0	-11.4	-0.3	-1.5	1.0
CC1CCCCN1C(=O)C1CCN(S(=O)(=O)c2ccc(-n3cnnn3)cc2)CC1 (stereo not given)	-2.6	0.1	2.7	6.5	.	5.4	0.6
C[C@H]1CN([C@@H](C)CO)C(=O)c2cc(-c3ccccc3F)cnc2O[C@@H]1CN(C)Cc1cccc(C(=O)O)c1	-5.6	-3.8	2.2	1.0	-0.2	2.6	-5.2
O=C(Nc1nc(OCC(F)(F)F)cnc1/C=C\c1ccccc1)c1ccccc1	-81.8	4.6	-1.6	-8.2	-0.4	-8.4	-2.5
CCn1nnnc1SCC(=O)N1N=C(c2cccs2)CC1c1cccs1 (stereo not given)	11.5	6.7	-2.8	-3.2	1.0	-4.6	0.6
CCN(CC(=O)Nc1ccc(OC)c(OC)c1)CC(=O)Nc1ccccc1C(F)(F)F	10.9	-6.3	-19.2	-1.4	-0.1	1.1	3.0
O=C1NNC(c2ccccc2)=N/C1=C\c1ccccc1	.	.	11.5	-5.1	.	-2.5	-3.3

No new results follow: three of the compounds above.
SMILES	Statin myotox sup	PglD DTNB	S100A4 inh HTS	DENV2 CPE	E-sel inducer	SIRT5 inh	ERp5 inh
C[C@H]1CN([C@@H](C)CO)C(=O)c2cc(-c3ccccc3F)cnc2O[C@@H]1CN(C)Cc1cccc(C(=O)O)c1	-5.6	-3.8	2.2	1.0	-0.2	2.6	-5.2
O=C(Nc1nc(OCC(F)(F)F)cnc1/C=C\c1ccccc1)c1ccccc1	-81.8	4.6	-1.6	-8.2	-0.4	-8.4	-2.5
CCn1nnnc1SCC(=O)N1N=C(c2cccs2)CC1c1cccs1 (stereo not given)	11.5	6.7	-2.8	-3.2	1.0	-4.6	0.6

New compounds follow
SMILES	Statin myotox sup	PglD DTNB	S100A4 inh HTS	DENV2 CPE	E-sel inducer	SIRT5 inh	ERp5 inh
CSc1n[nH]c(=O)n1-c1cccc(Cl)c1	.	-3.5	0.2	-3.1	.	-1.1	.
CCCCSc1nc(N)c(C#N)c(-c2cccs2)c1C#N	-46.8	-3.5	-1.8	.	.	0.4	-1.1
Cc1nnc(SCc2ccc(Cl)cc2)nc1/C=C/N(C)C	.	.	-4.8	-3.6	.	-3.4	0.2
[N-]=[N+]=NC(c1ccccc1)C(NC(=O)c1cc(C(F)(F)F)cc(C(F)(F)F)c1)c1ccccc1 (stereo not given)	.	.	-2.1	2.1	-0.1	1.1	0.6
CCN(CC)C1CCN(C(=O)CCc2nnc(CCc3ccccc3)o2)C1 (stereo not given)	2.8	-3.7	0.4	7.2	0.9	1.2	2.0
CC1(c2ccccc2)NC(=O)N(CC(=O)Nc2nnc(C3CC3)s2)C1=O (stereo not given)	.	5.5	-6.3	3.9	0.8	1.1	0.7
CC(C)(C)NC(=O)NC(=O)Cn1cc(C(F)(F)F)ccc1=O	1.2	0.9	.	.	-0.3	.	.
CCOC(=O)c1ccc(Oc2cn[nH]c2-c2ccc(OCC(=O)NN)cc2O)cc1	2.4	6.5	-9.3	2.3	-0.1	-0.9	4.1
CC(=O)Nc1ccc(NC(=O)CSc2nnc3ccc(-c4ccc(F)cc4)nn23)cc1	.	.	0.7	4.6	.	0.2	5.6
CCCn1c(SCC(=O)Nc2ccc(Cl)cc2)n[nH]c1=O	.	.	4.8	8.4	11.9	.	4.3
Fc1ccc(-c2nnc(CN3CCN(c4ncc(C(F)(F)F)cc4Cl)CC3)o2)cc1	-0.3	-1.8	.	.	-0.6	.	.
CO[C@H]1CN(C)C(=O)c2cc(NC(=O)NC(C)C)ccc2OC[C@@H](C)N(Cc2cncnc2)C[C@@H]1C	5.3	8.2	.	.	0.3	.	.
CCc1noc(C)c1C(=O)Nc1cc(S(=O)(=O)N2CCOCC2)ccc1N1CCN(CC)CC1	5.2	.	-10.5	13.1	.	-4.7	-2.8
COc1ccccc1NC(=O)N[C@@H]1CC[C@H](CCn2cc(-c3cccnc3)nn2)O[C@@H]1CO	-6.4	3.8	16.9	6.9	0.3	-1.0	-0.6
Cc1noc(C)c1NC(=O)Nc1ccc2c(c1)C(=O)N([C@@H](C)CO)C[C@@H](C)[C@@H](CN(C)Cc1ccc(C(F)(F)F)cc1)OCCCC[C@H](C)O2	.	4.3	0.6	7.9	-0.1	5.6	0.8
CC(NC(=O)Cc1cccs1)c1ccc2c(c1)OCO2 (stereo not given)	2.4	1.3	-6.7	-4.9	.	-4.4	6.0
COc1cc2c(cc1NC(=O)c1ccc3c(c1)OCO3)oc1ccccc12	-7.6	.	-0.1	10.4	.	-4.7	-8.7
CS(=O)(=O)NN1C(=O)c2ccccc2NC1c1cccc2cccnc12 (stereo not given)	.	.	-2.2	-12.9	-0.2	1.7	-3.2
Cc1cc(C)nc(NC(N)=NC(C)c2ccccc2)n1 (stereo not given)	.	.	9.8	13.2	185.3*	-2.4	3.6
CC(=O)Nc1ccc(S(=O)(=O)NC2=NCN(c3cccc([N+](=O)[O-])c3)CN2)cc1	7.4	3.9	8.7	1.1	.	-1.3	?
O=C(NC1CC1)c1ccc(CSCc2cccc(F)c2)o1	-1.9	2.9	-1.3	?	-0.1	-0.8	2.4
Cc1ccc(-c2ccc3c(c2)O[C@@H](CN(C)C(=O)Nc2ccccc2)[C@H](C)CN([C@@H](C)CO)S3(=O)=O)cc1	4.7	1.2	-2.1	?	0.5	5.9	-4.9
COc1ccc(NC(=O)N(C)C[C@@H]2Oc3ccc(NC(=O)Nc4ccc5c(c4)OCO5)cc3C(=O)N([C@@H](C)CO)C[C@@H]2C)cc1	-1.8	-5.0	1.6	6.5	-0.2	3.4	-5.5
CC(C)C#Cc1ccc([C@H]2[C@@H](CO)N3C(=O)CN(C(=O)c4ccc5c(c4)OCO5)C[C@H]23)cc1	.	.	.	1.8	0.1	-3.1	-7.8
CC(=O)Oc1ccc(C(=O)Nc2ccccc2C(=O)Nc2cccc(C(=O)O)c2)cc1	6.9	1.1	0.5	4.1	.	0.9	-0.6
(next part)
SMILES	Statin myotox sup	PglD DTNB	S100A4 inh HTS	DENV2 CPE	E-sel inducer	SIRT5 inh	ERp5 inh
COc1ccccc1N(CC(=O)NCc1ccccc1)C(=O)CCC(=O)Nc1nccs1	-3.6	3.9	-2.2	3.5	-0.3	-5.7	4.2
COc1cccc(-c2ncc3ccccc3c2COC(=O)c2cccs2)c1	-0.1	-0.8	0.3	?	0.0	-0.1	7.4
CC(=O)N(C)C[C@H]1Oc2ncc(C#Cc3ccccn3)cc2C(=O)N([C@H](C)CO)C[C@H]1C	21.9	2.3	12.1	6.8	0.0	4.5	5.1
N#C/C(=C\c1ccccc1[N+](=O)[O-])C(=O)Nc1ccc(S(N)(=O)=O)cc1	-18.8	3.9	8.0	3.4	-0.1	-4.2	0.8
CC1(C)C([N+](=O)[O-])C(c2ccc(O)cc2)NC(c2ccc(O)cc2)C1[N+](=O)[O-] (stereo not given)	-0.8	1.6	6.0	-6.8	2.3	0.3	1.0
Cc1cccc(C(=O)Oc2ccccc2/C=N/NC(=O)c2ccc(NC(=O)C(C)(C)C)cc2)c1	8.9	.	-2.2	-1.1	-0.1	-2.5	1.2
C[C@H](CO)N1C[C@H](C)[C@@H](CN(C)CC2CC2)Oc2ccc(NC(=O)Nc3ccc(F)cc3)cc2CC1=O	8.9	-0.7	69.3	-1.0	.	5.6	2.4
C[C@H]1CN([C@@H](C)CO)C(=O)c2cccc(NC(=O)C3CCCCC3)c2O[C@@H]1CN(C)C(=O)Nc1ccc2c(c1)OCO2	11.2	-2.7	-6.5	58.1*	0.2	5.1	1.2
COc1ccc(COC[C@H](CC(C)C)N2CCN(C(=O)c3cccc(C(F)(F)F)c3)CCC2=O)cc1	.	.	1.2	-6.3	-6.1	-0.4	0.8
Cn1cc(CN2CCC(Oc3ccc(C(=O)N4CCCC4)cc3)CC2)cn1	9.4	.	-6.4	4.2	.	-2.3	-1.6
CCCNC(=O)Nc1ccc2c(c1)C(=O)N(C)C[C@@H](OC)[C@@H](C)CN(C)[C@H](C)CO2	-0.7	1.1	47.0	12.9	0.8	-4.1	0.1
Cc1cc(C(=O)CCC(=O)NCC(=O)Nc2c(C)cccc2C)c(C)s1	0.5	-1.5	-3.6	-9.8	2.6	-4.0	.
O=C(NC1=NCCS1)c1ccccc1OCc1ccc(F)cc1	.	.	0.2	-7.6	0.3	-0.7	3.1

Screening results from PubChem.
